Screening results as filed in PubChem BioAssay.
mcGAS MS inh: inhibitors of mouse cGAS | recombinant mouse cGAS, cGAMP by RapidFire MS | inhibition, % at 12.5 µM | 130,000 tested, 0.18% active | AID 1259397;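 active = inhibition of cGAS enzyme activity at or above 60%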;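 note: enzyme stimulated by 45 bp dsDNA with ATP and GTP substrates; cGAMP share of summed cGAMP plus half ATP and half GTP signals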
Target sequence (Q8C6L5 whole entry, looked up): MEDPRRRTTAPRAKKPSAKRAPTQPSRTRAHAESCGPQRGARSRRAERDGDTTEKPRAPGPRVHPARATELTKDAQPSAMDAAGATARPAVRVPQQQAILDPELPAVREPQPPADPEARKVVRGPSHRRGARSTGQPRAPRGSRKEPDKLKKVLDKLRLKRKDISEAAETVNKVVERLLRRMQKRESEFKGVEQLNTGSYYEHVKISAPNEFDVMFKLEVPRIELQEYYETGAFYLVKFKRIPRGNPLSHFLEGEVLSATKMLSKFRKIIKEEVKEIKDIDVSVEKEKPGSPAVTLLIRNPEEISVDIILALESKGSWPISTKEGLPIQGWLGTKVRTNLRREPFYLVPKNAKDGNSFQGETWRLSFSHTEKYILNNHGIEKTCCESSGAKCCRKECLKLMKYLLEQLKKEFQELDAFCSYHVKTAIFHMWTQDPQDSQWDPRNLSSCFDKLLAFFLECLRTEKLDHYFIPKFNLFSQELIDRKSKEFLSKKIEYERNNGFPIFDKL
Numbers without * were called inactive; & = joins results of further samples. The list is partial; rates above refer to the full screens.

SMILES,mcGAS MS inh
CC1Oc2ccc(C#N)cc2N(Cc2ccc3ccccc3c2)C1=O (stereo not given),24.5
CN(CC(=O)NC1CCCCCC1)C1c2cc(Cl)cc(Cl)c2CC1O (stereo not given),-0.7
CCN(Cc1cccc(NC(=O)c2ccc(F)c(F)c2)c1)C(=O)OC(C)(C)C,4.3
Cc1ncsc1CCNC(=O)C1CC2(CCNCC2)CN1 (stereo not given),-5.3
CC(C)Cn1cncc1CNC(=O)c1ccon1,-40.4
O=S(=O)(Oc1ccc2oc3ccccc3c2c1)c1ccccc1F,-9.6
CC(C)C(=O)Nc1c2c(nc3ccccc13)N(C)CC2,-3.0
Cc1cc(N(C)C)nc(NCCNC(=O)C(C)C)n1,-12.1
CNc1ncc(CN(C)C(=O)CCc2cc(C)cc(C)c2)cn1,-9.4
O=C(NCCSC1Sc2ccccc2NC1=O)c1ccccc1F (stereo not given),-4.2
CCCn1cc(SCC(=O)N2CCc3ccccc32)c2ccccc21,-8.6
CC(c1cccc(C(F)(F)F)c1)N(Cc1nnnn1C1CC1)C1CC1 (stereo not given),-6.0
O=C(Cn1nc(-c2ccc(F)cc2)c2ccccc2c1=O)N1CCOCC1,-2.5
CCNC(=O)CSc1nnc(-c2ccc(C)cc2)o1,-6.8
CCOc1ccc(C(=O)NCCc2cc3ccc(C)c(C)c3[nH]c2=O)cc1,-5.6
CCCCn1ccnc1C(O)C(F)(F)F (stereo not given),-4.6

Reprinted at random: 3 compounds from above
SMILES,mcGAS MS inh
CNc1ncc(CN(C)C(=O)CCc2cc(C)cc(C)c2)cn1,-9.4
O=C(NCCSC1Sc2ccccc2NC1=O)c1ccccc1F (stereo not given),-4.2
CCCn1cc(SCC(=O)N2CCc3ccccc32)c2ccccc21,-8.6

The results go on.
SMILES,mcGAS MS inh
N#Cc1ccccc1Sc1ccc(C(N)=O)cc1,-6.8
O=c1oc2c(Cl)cc(NS(=O)(=O)c3ccc(F)cc3)cc2s1,16.8
CCn1c(SCC(=O)c2c(N)n(C3CC3)c(=O)[nH]c2=O)nnc1-c1ccco1,-0.8
CC(=O)Nc1c(Br)cc(C2CCCCC2C)cc1Br (stereo not given),-9.9
CC(=O)NCCn1cnc(-c2ccccc2)c1-c1oc2ccccc2c1C,-29.3
Cc1cc(C)[n+]2ncsc2n1,-0.6
CC(=O)c1c(C)[nH]c(C(=O)C(C)Sc2nnc(NC3CC3)s2)c1C (stereo not given),-5.0
O=C(O)C(=C/C=C/Br)C(=O)O,7.2
O=c1ccccn1Cc1cccc(F)c1,-3.5
CCN(CC)S(=O)(=O)c1ccc(CNC(=O)NCC2CC2)s1,-1.0
CCOc1ccc(C2CCCN2CC(=O)NCc2ccc(C)c(F)c2)cc1 (stereo not given),-5.1
COc1ccc2cc(C3CN(C(=O)c4cn5ccsc5n4)CCO3)ccc2c1 (stereo not given),-1.4
O=C(NC(=S)NCCN1CCOCC1)c1ccco1,-13.1
Cn1c(Nc2cccc(/C=C/c3ccccn3)c2)c(C#N)c(=O)n(C)c1=O,-10.8&-9.9
CS(=O)(=O)Nc1nc2n(n1)C(c1ccccc1)CC(c1ccc(Cl)cc1)=N2 (stereo not given),10.9
COc1ccc(CCS(=O)(=O)Cc2ccc(OC)c(Br)c2)cc1,-0.8
CCn1cnnc1SCc1nc(N)nc(N)n1,-28.4
COc1ccc(S(=O)(=O)N(C)C2CCS(=O)(=O)C2)cc1OC (stereo not given),-28.2
COc1cn2c(cc1=O)C(=O)N(CCNC(=O)COc1ccc(F)cc1)CC2,-7.8
O=P1(NCc2ccc(Cl)cc2)C=C(c2ccccc2)SC(c2ccccc2)=C1,-5.2
CC1(C)OC(=O)C(=Cc2cccn(C(C)(C)C)c2=S)C(=O)O1,35.8
C=CCn1c(SCC(=O)Nc2sc3c(c2C(N)=O)CCC3)nc2sc3c(c2c1=O)CCC3,-26.8
O=c1[nH]nc(C2CCCN(c3ncnc4sccc34)C2)n1-c1ccccc1 (stereo not given),-14.8
Cc1ccc(NC(=NS(=O)(=O)c2ccc(C)cc2)Nc2nc(C)cc(C)n2)cc1,-3.2

Looked up above:
mcGAS MS inh, CCn1cnnc1SCc1nc(N)nc(N)n1 = -28.4
mcGAS MS inh, C=CCn1c(SCC(=O)Nc2sc3c(c2C(N)=O)CCC3)nc2sc3c(c2c1=O)CCC3 = -26.8
mcGAS MS inh, Cc1ccc(NC(=NS(=O)(=O)c2ccc(C)cc2)Nc2nc(C)cc(C)n2)cc1 = -3.2

(list continues)
SMILES,mcGAS MS inh
CCS(=O)(=O)c1ncc(CN2C[C@@H]3CCC[C@H]2C3)n1CCCc1ccccc1,-9.6
COCCn1c(C)cc(O)c(C(c2ccc(OC)cc2)N2CCN(c3ccccn3)CC2)c1=O (stereo not given),-7.1
Cc1cc2ncc3c(n2n1)NC(c1ccc(Cl)cc1Cl)NC3=O (stereo not given),16.4
CC(C)NC(=O)N1CCCC(OCc2ccc(C(F)(F)F)cc2)C1 (stereo not given),-5.0
CC1CN(C)CCN1Cc1nnc(-c2c(Cl)cccc2Cl)o1 (stereo not given),-6.8
CC(C)Oc1ccc(OCCSc2nc3ccccc3n2Cc2ccccc2)cc1,-5.8
COc1cccc2ccc(-c3ccccc3CO)nc12,-11.6
Cn1c(=O)[nH]c(=O)c2c1nc(N1CCNCC1)n2Cc1ccccc1F,-10.8
CN1CC2=C(C1=O)C(c1ccc(O)cc1)NC(=O)N2 (stereo not given),12.7
Cc1cc(Cc2ccc(S(=O)(=O)N3CCc4ccccc4C3)s2)c(=O)[nH]n1,-14.3
CCC(CC)CN(CC)CC(O)Cn1cccn1 (stereo not given),-0.5
CCOC(=O)C1(CCCc2ccccc2)CCN(C(=O)c2cnsn2)CC1,-11.5
COc1ccccc1-c1nc(C)c(-c2ccc(SCC(=O)Nc3nc(C)cs3)nn2)s1,-18.4
COc1cccc(Oc2ccc(C(F)(F)F)cc2NC(=O)c2cnccn2)c1,-4.2
CC1CCCC(NC(=O)C(C)N2CCN(S(=O)(=O)c3ccc(Cl)s3)CC2)C1C (stereo not given),-1.5
COc1ccc(NC(C)=O)cc1N1C(=O)C(O)=C(C(=O)C2CC2)C1c1ccc(C)cc1C (stereo not given),-13.4
Cc1cc(C)nc(SCCn2c(N3CCCCCC3)nc3c2c(=O)n(C)c(=O)n3C)n1,-10.0
Cc1c(C(=O)NCc2ccccc2C(F)(F)F)sc(=O)n1Cc1ccc2c(c1)OCO2,-3.9
O=C(NCc1ccco1)c1ccc(CS(=O)(=O)c2ccccc2)o1,-1.6
O=C1Nc2ccc(Br)cc2C12Nc1ccccc1S2 (stereo not given),1.5
Cc1cc(C(=O)N(CC2CCCO2)c2nc3c(F)cc(F)cc3s2)nn1C (stereo not given),-8.8
O=C(CN1CCCOc2ccccc21)NCc1cccs1,-20.1
COc1c(C)cc(C(=O)C2CCCN(Cc3cn[nH]c3C(=O)O)C2)cc1C (stereo not given),-1.0
CN1C(=O)CN(C(=O)Cc2ccc(S(=O)(=O)N3CCCCC3)cc2)c2ccccc21,2.6
Cc1ccc(OCC(O)Cn2c(C(F)(F)F)ccc(C(N)=O)c2=O)c(C)c1 (stereo not given),-11.2
CCCOc1cn(-c2ccc(F)cc2)nc1C(=O)N1CCN(C)CC1,-2.1
COc1ccc(-c2cnnc(N3CCC(c4ccccc4Cl)C3)n2)cc1 (stereo not given),-1.7
Cc1noc(C)c1CN(C)C(=O)c1cc(COc2ccccc2F)[nH]n1,-10.5
O=C(CSc1nc2ccccc2o1)OCc1cc(-c2ccc3c(c2)OCCO3)on1,-9.1
O=C(c1cc(COc2cncc(Cl)c2)on1)N1CCCCC1c1nccs1 (stereo not given),-1.0
CCCC(=O)Nc1ccc2c(c1)nc(CCn1ccccc1=O)n2C,-18.1
Cc1cccc(S(=O)(=O)N2CCN(C(=O)Nc3ccccc3)CC2)c1,-1.8&0.3
CN(C)CCCN(CCCN(C)C)Cn1nc(-c2ccccc2)n(C)c1=S,-12.1
C=C(C)COc1ccccc1C(=O)NC(C)c1nc(-c2cccnc2)no1 (stereo not given),-11.9
Cc1ncc(Cl)c(C(=O)Nc2ccc(CC(=O)N(C)C)cc2)n1,-10.3
CC(C)(C)c1nnc(NCc2ccco2)[nH]c1=O,5.5
COc1ccccc1C1CCCN1C(=O)CCCn1nnnc1CN1CCOCC1 (stereo not given),-14.1
O=S(=O)(Nc1ccc2cn[nH]c2c1)c1ccc(Br)cc1Cl,-7.9
CCCC1(CNC(=O)C(C)OC)CCC1 (stereo not given),-11.8
COC(=O)C1=C(C(=O)OC)SC(=CC(=S)c2ccc(OC)cc2)S1,0.0
Cc1c(C(=O)NCC2CN(CC(C)C)CCO2)oc2c(F)cccc12 (stereo not given),-3.0
COc1ccc(-c2nn(-c3ccccc3C)cc2CN2CCCCC2CO)cc1F (stereo not given),-4.4
COCCn1cc(NC(=O)Nc2cc(C)ccn2)c2ccccc21,-2.7
C=CCSc1nc2c(c(=O)[nH]1)C(c1cccc(C)c1)C(C(=O)OC(C)C)=C(C)N2 (stereo not given),-1.2
OCC#Cc1csc(CN2CC[C@@H](c3ccc(F)cc3)[C@H](O)C2)c1,-7.0
COCCNC(=O)c1ccc(OC2CCN(C(=O)C3=CCCC3)CC2)c(Cl)c1,0.2
CN(C(=O)c1cc(COc2ccc3c(c2)OCO3)[nH]n1)C1CCOC1 (stereo not given),-4.4
CCOc1ccc(OCC)c(S(=O)(=O)NC2CC(C)(C)NC(C)(C)C2)c1,-7.1
COc1ccc(S(=O)(=O)CC(=O)N(Cc2cccnc2)c2nc3cc(C)c(C)cc3s2)cc1,1.4
Cc1ccc2c(c1)C(C)(c1ccccc1)CC(C)(C)N2C(=O)CN1CCOCC1 (stereo not given),-9.0
Cc1cc(C)c(OCC(=O)NC(c2ccccc2)C2CC2)c(C)c1 (stereo not given),-20.6
Cc1cc(C(=O)N2CCC(C(=O)NCc3ccco3)CC2)ccc1F,0.5
Cc1cccc(-c2cc(N3CCN(C)CC3)n3nccc3n2)c1,-3.3
O=C(NCCc1cnc[nH]1)C1CCCN(C2CCN(Cc3ccccc3)CC2)C1 (stereo not given),-25.6
CC(CNc1cncc(Cl)n1)CN(C)C(=O)OC(C)(C)C (stereo not given),-3.7
CC(C)=CC(=O)O[C@@H]1CCC[C@H]1n1cccn1,3.1

Following part:
SMILES,mcGAS MS inh
CC(OC(=O)C1C2CC3CC(C2)CC1C3)C(=O)NC1CC1 (stereo not given),2.0
CCc1ccc2oc3c(c(=O)c2c1)C(c1cccnc1)N(c1cc(C)on1)C3=O (stereo not given),-11.4
NC(=O)CSC(F)(F)F,-10.7
CNS(=O)(=O)c1ccc(Cl)cc1,-0.1
FC(F)(F)C1=NCCN=C(c2cccs2)C1,-4.2
COc1ccc(Nc2cccc3nonc23)cc1,-0.8
Cc1ccc(Cl)c2sc(N(CCN3CCOCC3)C(=O)c3ccno3)nc12,-0.7
COC(=O)c1cccc(C(=O)N2CCCc3cc(C(C)C)ccc32)n1,-11.2

Four structures already listed, ordered by length of the SMILES, lowest first.
SMILES,mcGAS MS inh
CNS(=O)(=O)c1ccc(Cl)cc1,-0.1
CC(OC(=O)C1C2CC3CC(C2)CC1C3)C(=O)NC1CC1 (stereo not given),2.0
Cc1ccc(Cl)c2sc(N(CCN3CCOCC3)C(=O)c3ccno3)nc12,-0.7
CCc1ccc2oc3c(c(=O)c2c1)C(c1cccnc1)N(c1cc(C)on1)C3=O (stereo not given),-11.4

Next section:
SMILES,mcGAS MS inh
CC(=O)Nc1ccc(CN2C(=O)C(Cc3ccccc3)ON=C2c2ccccc2)cc1 (stereo not given),-8.7
Cc1cnccc1NCCNC(=O)c1cn(CC2CCCNC2)nn1 (stereo not given),-3.8
CCNC(=O)c1cccc(C)c1OCC(=O)NC(C)(C)CC,-8.7
Cc1ncsc1CCc1nc(C2CC2)nn1-c1ccccn1,-9.9
C=CCn1c(SCc2ccon2)n[nH]c1=O,2.5
CC(=O)Cc1nsc(NCc2ccco2)n1,7.3
Cc1cccnc1NC(=O)c1ccc2c(c1)OCCCO2,3.4
CCn1c(C2CCCN(C(=O)CCc3c(C)nn(C)c3C)C2)nn(C)c1=O (stereo not given),-10.4
Nc1nc2c(ncn2[C@H]2C[C@H](O)[C@@H](CO)O2)c(=O)[nH]1,1.0
Cc1onc(-c2c(F)cccc2Cl)c1C(=O)N1CCC2(CC1)OCCO2,12.5
COc1ccc(CCN(C)C2CCCN(C(=O)c3ccoc3C)C2)cc1OC (stereo not given),-1.8
Cc1ccc(C)c(OCCn2c(C(C)(C)C)nc3ccccc32)c1,-12.7
CC(C)CN1CC(OCc2ccccn2)CN(Cc2ccc(Sc3nncn3C)o2)CC1=O (stereo not given),-11.4
COc1ccccc1Oc1cc(-c2ccccc2)nc(SCc2cccc(C#N)c2)n1,-6.7
CCCOC(=O)C1=C(C)NC2=C(C(=O)CCC2)C1c1ccc(OC)c(OC)c1OC (stereo not given),-1.6
CCN1CC(CNCc2cn(C)nc2-c2ccc(C3CCCCC3)cc2)CC1=O (stereo not given),-10.7
O=C(COC(=O)c1ccc([N+](=O)[O-])o1)NCC(F)(F)F,2.2
CN(NC(=O)C1CCCN(Cc2cnc3ccccn23)C1)c1ccccc1 (stereo not given),0.8
COCCCNCc1c(-c2cccc(C)c2)noc1N1CCCC1,-8.4
N#CC1(C(=O)NCc2ccc(N3CCCC3)cc2)CCCC1,0.8
O=C(O)CCn1nc(Nc2ccccc2)n(-c2ccccc2)c1=S,-1.0
COc1ccc(Nc2nc(Cl)nc(Nc3ccc(OC)cc3OC)n2)c(OC)c1,-29.6
COCCn1c(-c2cccs2)nc2c(c(=O)c3ccccc3n2C)c1=O,-4.0
CCCCn1nnnc1CN1C(=O)NC2(CCCCC2C)C1=O (stereo not given),-3.2
COC(=O)CCC1CCCCN1C(=O)c1nc[nH]c1C (stereo not given),-6.1
